# SW480 rereplic: inducers of DNA re-replication in SW480 colon cancer cells. hit rate 1.8% among 340,000. AID 624297. SW480 DNA re-replication, Hoechst DNA content imaging, 48 h. Potency, µM (doses to about 46.1 µM), inactives show at the highest dose re-replication activation, usual class: activators; also: potency is read from the fitted curve at half-maximal effect; % of control where 0% means no effect; nearly all actives have a fitted effect of over 55% in size
#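 Compounds, transferred as 23 nL by pin tool, were incubated with cells for 48 hr; DNA content per nucleus was then quantified by Hoechst staining and fluorescence plate imaging.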
# KB-3-1 tox: KB-3-1 parental cell cytotoxicity; AID 1347075; Potency, µM (highest dose often 46.1 µM), without a hit: at the top dose activity change, negative = cytotoxic, actives largely listed as cytotoxic; hit rate 1.4% among 400,000; KB-3-1 viability, CellTiter-Glo ATP luminescence, 72 h; also: potency is read from the fitted curve at half-maximal effect; % is scaled to controls: 0 for no effect and ±100 for the full control effect; nearly all actives have a fitted effect of over 60% in size
#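 72 h, 37 °C compound treatment of KB-3-1 parental cells; CellTiter-Glo added, 10 min, luminescence read. Data corrected against DMSO-only plates and normalized before curve fitting.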
# ATXN2 expr inh: ATXN2 expression inhibition | HEK-293 ATXN2-luciferase reporter, luminescence, 24 h | AID 1745845 | hit rate 0.72% among 360,000 | Potency, µM (highest dose often 57 µM), for inactives: top-dose activity change, negative = inhibition, hits mostly inhibitors; also: potency is read from the fitted curve at half-maximal effect; % is scaled to controls: 0 for no effect and ±100 for the full control effect; nearly all actives have a fitted effect of over 55% in size
#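 qHTS (up to 57 uM final) was run with 24 h compound exposure of reporter cells at 37 °C. Each well was multiplexed: SteadyGlo luminescence measured ATXN2-luciferase expression after a fluorogenic Gly-Phe-AFC viability readout (25 uM final).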
# IL1B secr inh: blocks inflammasome-driven IL-1 beta release. THP-1 LPS/ATP IL-1B secretion, AlphaLISA, 16 h; stronger effect = lower value. hit rate 4.7% among 360,000. activity change, % at 57.5 µM; in the data active = activity change below about -50%; inconclusive = mostly about -30% to -49%; also: % is scaled to controls: 0 for no effect and ±100 for the full control effect
#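 THP-1 cells pretreated 1 hr with compounds (up to 57.5 uM final), then stimulated with LPS (250 ng/mL final) plus ATP (1.25 mM final); secreted IL-1B measured by AlphaLISA after 16 hr, decreased signal indicating inhibition.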
# HepG2 viability: counter-screen for TGF-b inhibitors: cytotoxicity in HepG2 cells | HepG2 CAGA-GFP viability, ATP luminescence, 18 h | Potency, µM (doses to about 46.1 µM), without a hit: at the highest dose activity change, negative = cytotoxicity, actives largely listed as cytotoxic | hit rate 0.76% among 410,000 | AID 588856; also: potency is read from the fitted curve at half-maximal effect; some results filed as inactive show a strong effect at the top dose
#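 HepG2 CAGA-GFP cells (1000/well, DMEM with 1% FBS) received compound, then TGF-beta at 500 pg/mL final, and were incubated 18 hours at 37 degrees C. Viability was read by CellTiter-Glo luminescence. Media-only wells were set as complete cell-killing and DMSO as no toxicity.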
# HT1080NT lethal: kills 2HG-producing HT-1080-NT fibrosarcoma cells. HT-1080-NT fibrosarcoma viability, CellTiter-Glo ATP luminescence, 48 h. Potency, µM (doses to about 46.1 µM), for the others: at the highest dose activity, negative = less viability, hits mostly cytotoxic. hit rate 1.6% among 360,000;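 also: NT is the 2HG producing partner of a matched IDH1 knockdown line; potency is read from the fitted curve at half-maximal effect; 0% = DMSO-treated cells and -100% = media-only wells without cells; nearly all actives have a fitted effect of over 55% in size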
#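 A 48-hour cytotoxicity screen used HT-1080-NT cells plated 2 hours before compound delivery. ATP-based CellTiter-Glo luminescence measured viability, normalized to DMSO and no-cell controls.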
# HT1080 IDH1KD tx: HT-1080 IDH1 knockdown cell toxicity (counter line) | HT-1080 IDH1 knockdown viability, ATP luminescence, 48 h | Potency, µM (series often up to 46.1 µM), for inactives: at the highest dose activity, negative = toxicity, hits mostly cytotoxic | hit rate 2% among 360,000;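 also: potency is read from the fitted curve at half-maximal effect; 0% = DMSO wells and -100% = cell-free medium wells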
#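 Knockdown cells (IDH1KD HT-1080) received compounds 2 h after plating at 750 cells/well and were kept 48 h at 37 °C in 5% FBS RPMI. A CellTiter-Glo luminescence read gave % activity for curve fitting.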
# MCF10A rereplic: inducers of DNA re-replication in MCF 10A breast cells | hit rate 2.9% among 350,000 | MCF 10A DNA re-replication, Hoechst nuclear intensity, 48 h | Potency, µM (series often up to 46.1 µM), without a hit: top-dose activity, positive = re-replication, actives largely listed as activators; also: potency is read from the fitted curve at half-maximal effect; % of control where 0% means no effect; nearly all actives have a fitted effect of over 50% in size
# S2 tox: cell viability loss in ATXN counter-screen | hit rate 0.49% among 400,000 | Potency, µM (highest dose often 56.7 µM), most hits filed as cytotoxic | S2 cells (HEK-293 line with an ATXN2-luciferase reporter) viability, CellTiter-Fluor protease fluorescence, 24 h; also: potency is read from the fitted curve at half-maximal effect; nearly all actives have a fitted effect of over 40% in size
# Starred values were filed as active, the others as inactive; i = inactive; ? = inconclusive; . = not tested or not shown; [ ] = remark or other dose. Unless noted, calls follow the shape of the dose curve; as a rule, active = well fitted curve in the direction sought with a large enough effect; inconclusive = small, poorly fitted or top-dose-only effect, or another doubt; inactive = no such curve, though single readings can be large; an effect the other way counts as inactive or inconclusive.
SMILES,SW480 rereplic,KB-3-1 tox,ATXN2 expr inh,IL1B secr inh,HepG2 viability,HT1080NT lethal,HT1080 IDH1KD tx,MCF10A rereplic,S2 tox
CC(C)(C)n1cnc2cc(NCc3ccc(Br)cc3)ccc21,-5.5%,0.2%,30.2%,?,-32.6%,-10.2%,-27.1%,?,?
Cc1cc(=O)[nH]c2c1c(C)nn2C1CCCC1,-8.1%,5.3%,-1.6%,36.8,-13.5%,-11.4%[9.24 µM],-17.2%,9.6%,i
COc1ccc(CNC(=O)C[C@H]2C[C@H](C(=O)N3CCCCC3)[C@@]3(C)c4[nH]c5ccc(Cl)cc5c4CCN3C2=O)cc1OC,?,0.0%,-33.1%,-56.3*,-24.8%,-15.0%,-16.1%,-4.2%,?
CCNC(=O)C1(C)CCN(C(=O)c2ccc3c(c2)CCO3)C1 (configuration not stated),.,0.0%,-4.7%,15.8,-1.7%,14.0%,5.6%,.,i
CN(C)CCCNc1oc(-c2ccc(Cl)cc2)nc1S(=O)(=O)c1ccccc1,?,-14.1%,?,-7.8,-80.9%,-21.8%,-24.0%,?,i
COc1ccc(-c2cc3c(=O)n(CC(=O)NCc4cccnc4)ncn3n2)cc1,25.6%,?,-24.2%,-10.2,-1.1%,?,?,21.5%,?
CCOc1nc(C)ccc1-c1noc(-c2ccccc2OC)n1,-4.3%,-1.9%,16.3%,-9.0,-27.0%,21.1%,11.1%,2.3%,i
Cc1ccc(S(=O)(=O)N(CC(=O)N/N=C/c2cccc(C)c2)c2cccc3cccnc23)cc1,7.2%,0.0%,0.1%,-10.2,4.2%,7.3%,0.6%[9.24 µM],3.9%,i
COC(=O)c1ccc(CNC(=O)CC[C@H]2O[C@@H](n3cc(C)c(=O)[nH]c3=O)C[C@@H]2O)cc1,.,0.1%,14.2%,6.1,4.2%,29.5%,17.4%,.,i
CCc1ccc(CNC(=O)C(=O)NCC2CCCO2)cc1 (configuration not stated),1.1%,4.8%,3.8%,-5.4,-8.2%,4.3%,-0.7%,-2.1%,i
O=C(NCc1cccnc1)c1ccc(NC(=O)c2ccc([N+](=O)[O-])cc2)cc1,-6.6%,0.0%,-22.5%,7.2,-4.3%,?,14.6µM*,14.4%,i
CCn1ccc2c(OCC(=O)Nc3ccc(OC)cc3OC)cccc2c1=O,.,0.4%,-13.4%,.,-5.1%,.,.,.,i
Cc1ccc(NC(=O)CSc2nc(C)c(C)c(C)n2)cc1S(=O)(=O)N1CCOCC1,3.3%,7.1%,1.5%,32.5,4.5%,-8.8%,-1.1%,0.1%,i
O=C(CSc1ccccc1F)NC(=O)c1ccccc1Br,2.4%,8.5%,-5.8%,0.6,3.5%,-1.3%,0.3%,-1.3%,i
CC(=O)c1ccc2c(ccc3ccccc32)c1,-1.1%,?,46.3%[activator],19.0,6.6%,-6.9%,-12.8%,11.7%,i
CCN(C(=O)COC(=O)CCS(=O)(=O)c1ccccc1)c1c(N)n(Cc2ccccc2)c(=O)[nH]c1=O,-4.9%,1.2%,.,4.5,-7.6%,7.1%,-15.5%,-4.1%,.
COC(=O)C1=C(C(=O)OC)[C@@H]2N(C)c3ccc(OC)cc3[C@@]23C[C@@H](C(=O)OC)N(C(=O)c2cc(C)oc2C)C3=N1,5.0%,-1.7%,-21.1%,18.7,-19.2%,-10.7%,-12.9%,-4.1%,?
Nc1c2c(nc3ccc(Br)cc13)N(c1ccccc1)CC2,14.6µM*,14.2%,4.7%,-21.2,-47.5%,?,?,14.6µM*,?
CC1CCCC(C)N1C(=O)CSc1nnnn1Cc1ccccc1 (configuration not stated),-5.3%,28.0%,-9.9%,2.2,-0.2%,0.4%,4.6%,14.2%,?
COCCCNC(=O)c1cccc2c(-c3cccc(C(N)=O)c3)coc12,.,?,19.2%,20.0,-4.2%,-14.1%,15.7%,.,i
COc1ccc(N(CC(=O)N2CCCCCC2)S(=O)(=O)c2ccccc2[N+](=O)[O-])c(OC)c1,-9.0%,-0.7%,-5.0%,1.2,-0.1%,-1.4%,0.4%,-2.5%,i
COC(=O)c1ccccc1COc1cccn2c(N(C)C(=O)CCC3CCCC3)c(C)nc12,.,0.0%,?,-14.7,-37.6%,-14.6%,-19.4%,.,?
CCOc1ccc(/C(O)=C2/C(=O)C(=O)N(CC3CCCO3)C2c2cccs2)cc1 (configuration not stated),-4.7%,-6.5%,4.5%,0.0,-33.4%,-0.7%,24.0%,8.3%,i
O=c1oc2ccccc2cc1-c1cn2cc(Cc3ccc(Cl)cc3)sc2n1,.,?,10.2%,.,0.1%,.,.,.,i
Fc1cc(Br)ccc1NC(=S)NCCc1ccccc1,11.5%,-12.0%,-6.3%,-0.4,-30.6%,?,?,1.7%,i
O=C(NCCNC(=O)c1cc(OCC(F)(F)F)ccc1OCC(F)(F)F)Nc1ccccc1,?,-1.7%,-3.0%,-6.6,-14.7%,-11.1%,-10.8%,?,i
O=C(NCC1CCCO1)c1ccc(N2CCCCC2)nc1 (configuration not stated),-9.4%,7.9%,40.0%[activator],23.0,-15.2%,0.0%,11.6%,-6.3%,i
COc1cc(/C=C2/SC(=O)N(Cc3ccccc3)C2=O)ccc1OCc1ccncc1,12.1%,?,0.0%,?,-23.3%,6.3%,3.3%,?,i
COCCN1C(=O)COc2ccccc2C1C(=O)NC1CCCC1 (configuration not stated),.,9.5%,0.9%,9.9,.,-1.2%,?,.,i
O=c1c(-c2ccc(Br)cc2)[n+]([O-])c2ccccc2n1OCc1ccccn1,22.1%,18.8%,8.2%,27.0,5.2%,3.8%,14.9%,28.1%,i
CCCC1=NCCn2cccc21,-4.0%,10.6%,4.7%,9.9,3.6%,7.2%,16.2%,0.7%,i
COc1ccc(Cc2nnc(NC(=O)CSc3ccc(C)cc3)s2)cc1,1.5%,10.2%,4.6%,24.1,-11.2%,-5.2%,-5.8%,8.1%,i
Cc1ccc(S(=O)(=O)N(C)C)cc1NC(=O)CSc1nc2ccccc2c(=O)n1CC1CCCO1 (configuration not stated),1.4%,-0.5%,-4.7%,-15.2,-18.6%,5.8%,7.4%,-1.0%,i
COc1ccccc1CN(Cc1nc2ccccc2c(=O)[nH]1)S(=O)(=O)c1ccc2ccccc2c1,?,-24.5%,?,-26.4,-23.0%,?,6.31µM*,-18.3%,?
COC(=O)N1C(=O)[C@](CC(C)C)(c2ccccc2)N1C(=O)OC,?,0.9%,1.5%,.,-61.2%,5.0%,-3.6%,?,?
O=C(COc1ccccc1)N1CCNC1=O,2.6%,4.1%,5.9%,-2.9,1.4%,-21.3%,1.8%,2.3%,i
COc1ccc(CC(=O)Nc2cc(S(=O)(=O)N3CCCCC3)ccc2C)cc1,29.6%,-26.4%,-6.8%,2.6,5.4%,0.0%,-6.2%,4.3%,i
COc1ccc(NC(=O)CN(C)C(=O)CC2CCCC2)cc1,-282.9%[inhibitor],-0.6%,-15.3%,5.5,-0.2%,-1.5%,2.3%,-2.1%,i
CC(CNC(=O)CCC(=O)N1CCOc2ccccc21)c1ccccc1 (configuration not stated),12.2%,0.0%,-13.3%,-3.8,-3.7%,19.8%,4.0%,-0.2%,i
CC(Oc1ccc(F)cc1)C(=O)Nc1cc(C(F)(F)F)ccc1-n1cncn1 (configuration not stated),14.1%,-5.6%,-7.9%,-0.3,2.5%,-9.1%,-6.3%,-0.6%,i

# The closing three compounds of the part above open the next one.
SMILES,SW480 rereplic,KB-3-1 tox,ATXN2 expr inh,IL1B secr inh,HepG2 viability,HT1080NT lethal,HT1080 IDH1KD tx,MCF10A rereplic,S2 tox
COc1ccc(NC(=O)CN(C)C(=O)CC2CCCC2)cc1,-282.9%[inhibitor],-0.6%,-15.3%,5.5,-0.2%,-1.5%,2.3%,-2.1%,i
CC(CNC(=O)CCC(=O)N1CCOc2ccccc21)c1ccccc1 (configuration not stated),12.2%,0.0%,-13.3%,-3.8,-3.7%,19.8%,4.0%,-0.2%,i
CC(Oc1ccc(F)cc1)C(=O)Nc1cc(C(F)(F)F)ccc1-n1cncn1 (configuration not stated),14.1%,-5.6%,-7.9%,-0.3,2.5%,-9.1%,-6.3%,-0.6%,i
Cc1cc(SCC(=O)N(CC(C)C)c2c(N)n(CC(C)C)c(=O)[nH]c2=O)nc2ccccc12,-3.7%,-28.3%,-20.1%,-16.9,-1.1%,-7.1%,-1.1%,29.1%,i
CCCCCc1cc(=O)oc2c(C(CCN3CCCC(C)C3)c3ccc(N(C)C)cc3)c(OC)cc(OC)c12 (configuration not stated),4.3%,0.0%,?,-26.3,-76.2%,?,-24.6%,10.8%,.
COc1ccnc(CN(C)C(=O)C2CCC(=O)N(CCN(C)C)C2)c1 (configuration not stated),-23.2%,1.6%,.,8.4,1.1%,10.9%,12.0%,13.4%,i
O=C(O)C(C(O)c1ccccc1)[n+]1ccccc1 (configuration not stated),-1.4%,-3.9%,5.4%,17.7,-3.9%,13.8%,9.4%,-1.7%,i
CCOc1ccc(Br)cc1C(=O)N/N=C/c1ccccn1,?,-6.1%,-20.6%,31.1,-2.3%,-20.6%,-26.8%,9.0%,i
CCCCNC(=S)N=Nc1c(O)n(Cc2ccccc2)c2ccccc12,7.4%,-6.1%,-9.0%,-26.6,2.6%,0.7%,3.0%,?,i
COc1ccc(N(C(=O)c2ccco2)C(C(=O)NC2CCCC2)c2ccc(N3CCOCC3)cc2)c(OC)c1 (configuration not stated),-7.2%,?,-8.0%,-11.4,-4.7%,-6.2%,-0.4%,11.2%,i
CCOC(=O)CSc1ccc(C(=O)Nc2ccc(Cl)cc2)cn1,1.1%,-3.9%,-13.7%,-7.6,-16.7%,-2.5%,-9.9%,-4.3%,i
C=CCn1c(COc2ccccc2OC)nc2ccccc21,-1.9%,1.7%,.,-10.9,-25.6%,10.7%,14.0%,12.0%,i

# Screening data: PubChem BioAssay, National Center for Advancing Translational Sciences (NCATS)
